# TbHK1 inh – Trypanosoma brucei hexokinase 1 inhibitors, primary screen, biochemical, G6PDH-coupled NADH absorbance, MLSCN library; hexokinase 1 [Trypanosoma brucei]; recombinant TbHK1, G6PDH-coupled NADH A340; inhibition, % at 10 µM; actives 0.11% (n = 220,000);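 active = inhibition of 50% or more in the single-dose primary screen; inactive = inhibition below 50%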
# PPC-1+TRAIL kill – compounds killing PPC-1 cancer cells with TRAIL present, primary screen, TRAIL potentiator project, ATPLite luminescence, uHTS; PPC-1 cells + TRAIL, ATPLite viability luminescence; cell killing (% activity), % at 4 µM; actives 0.41% (n = 220,000); AID 1443, 2008;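 active = cell killing above 50% in the first pass at 4 µM, then a duplicate retest at 5 µM averaging 50% or more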;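 also: plate controls were cells with TRAIL plus DMSO for no effect and medium-only wells lacking cells for full effect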
# FXIIa inh – human FXIIa protease inhibitors, primary screen, biochemical, 1536-well | Coagulation factor XII (Homo sapiens), P00748 | inhibition, % at 5 µM | actives 0.3% (n = 220,000) | AID 800, 2007 | purified FXIIa, Boc-QGR-AMC fluorogenic substrate, 2 h; in the data active = inhibition above about 40%;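 also: 0% = enzyme with no compound and 100% = blank without enzyme; many of its hits are not listed in these tables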
# PGE2 EP2 inh – human EP2 receptor antagonists, primary screen, TR-FRET cAMP, C6 glioma cells; Prostaglandin E2 receptor EP2 subtype (Homo sapiens), P43116; C6 glioma cells expressing human EP2; cells stimulated with saturating PGE2; inhibition, % at 25 µM; actives 0.52% (n = 260,000); AID 1422, 2008;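 active = percent inhibition above 40 after rounding to a whole number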;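 also: rat C6 glioma host cells with rolipram phosphodiesterase inhibitor present; the protocol text gives 20 µM as final concentration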
# Target sequence (P43116 whole entry, looked up): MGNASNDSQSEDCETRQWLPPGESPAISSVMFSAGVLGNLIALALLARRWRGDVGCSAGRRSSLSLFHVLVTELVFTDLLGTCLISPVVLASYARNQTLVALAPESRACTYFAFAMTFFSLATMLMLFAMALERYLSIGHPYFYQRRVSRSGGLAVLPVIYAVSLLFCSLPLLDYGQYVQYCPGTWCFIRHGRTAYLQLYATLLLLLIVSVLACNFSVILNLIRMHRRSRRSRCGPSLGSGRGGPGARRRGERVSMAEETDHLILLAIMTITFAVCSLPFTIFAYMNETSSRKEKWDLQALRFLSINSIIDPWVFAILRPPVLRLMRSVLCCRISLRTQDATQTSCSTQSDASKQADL
# CHOP inh – inhibitors of CHOP promoter induction, primary screen, cell-based, unfolded protein response, luciferase reporter; CHO-K1 CHOP-promoter luciferase, tunicamycin-induced, 15-18 h; inhibition, % at 10 µM; actives 3.8% (n = 220,000); AID 2732, 2010;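 active = compounds that reduced the stress-induced luciferase reporter signal by more than about 70% of percent inhibition, limit read from the data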;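 also: 0% = tunicamycin plus vehicle and 100% = wells without tunicamycin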
# Wee1 stabilizer – Wee1 degradation inhibitors, primary screen, cell-based, HeLa, Wee1K328M-luciferase, luminescence. reporter increase, % at 5 µM. actives 1.2% (n = 220,000). AID 1321, 2008. HeLa Luc-Wee1K328M stability; 100% = proteasome inhibitor MG132 effect. Wee1-like protein kinase (Homo sapiens), P30291;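 active = activation above the mean of all tested compounds plus 3 SD, set per screening run, cut at about 8.8% in these data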;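 also: cells exposed to compound for 20 h before luminescence read; 0% = DMSO alone and 100% = MG132 at 30 µM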
# Target sequence (P30291 whole entry K328M): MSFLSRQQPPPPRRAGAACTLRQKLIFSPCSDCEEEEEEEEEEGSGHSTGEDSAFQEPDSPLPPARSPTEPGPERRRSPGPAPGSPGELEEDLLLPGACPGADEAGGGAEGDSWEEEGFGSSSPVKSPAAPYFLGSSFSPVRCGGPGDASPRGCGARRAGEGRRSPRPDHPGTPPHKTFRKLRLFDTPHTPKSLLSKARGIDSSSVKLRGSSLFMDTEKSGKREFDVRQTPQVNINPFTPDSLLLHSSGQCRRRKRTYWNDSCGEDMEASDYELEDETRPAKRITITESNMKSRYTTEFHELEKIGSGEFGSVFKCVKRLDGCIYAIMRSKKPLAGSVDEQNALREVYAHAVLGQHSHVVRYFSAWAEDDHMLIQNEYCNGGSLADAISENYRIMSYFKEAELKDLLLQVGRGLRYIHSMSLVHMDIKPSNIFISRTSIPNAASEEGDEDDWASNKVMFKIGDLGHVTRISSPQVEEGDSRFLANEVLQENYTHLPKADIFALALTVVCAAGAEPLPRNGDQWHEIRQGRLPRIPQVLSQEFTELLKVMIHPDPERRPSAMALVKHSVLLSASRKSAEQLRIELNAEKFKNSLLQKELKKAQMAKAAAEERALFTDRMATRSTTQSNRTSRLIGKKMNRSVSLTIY
# TNF death inh – inhibitors of TNF-alpha triggered necroptosis, primary screen, cell-based, Jurkat FADD-/-, single concentration | AID 463075, 2010 | actives 0.068% (n = 220,000) | Jurkat FADD-/- TNF necroptosis rescue, ATP luminescence, 24 h; 0 = TNF only, 100 = no-TNF cells | activation (protection from cell death), % at 10 µM;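 active = activation, meaning protection from cell death, of at least 50% relative to plate controls; inactive = activation below 50%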;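 also: necroptosis triggered by 40 ng/mL TNF-alpha added together with compound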
# zVAD death inh – inhibitors of zVAD-triggered necroptosis, primary screen, L929 cells | L929 zVAD necroptosis rescue, ATP luminescence, 24 h; with zVAD 60 µM | viability rescue, % at 10 µM | actives 0.38% (n = 220,000) | AID 1377, 2008;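 active = activation, scaled between plate controls, above about 75%, limit read from the data; inactive = activation under that limit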;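 also: 0% = zVAD with DMSO and 100% = DMSO alone without zVAD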
# FXIa inh – human FXIa protease inhibitors, primary screen, biochemical, 1536-well; Coagulation factor XI (Homo sapiens), P03951; actives 0.14% (n = 220,000); purified FXIa, Boc-Glu-Ala-Arg-AMC fluorogenic substrate; inhibition, % at 5 µM;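 active = inhibition of at least 40%; inactive = inhibition below 40%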;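 also: fluorescence of freed AMC excited at 355 nm; 0% = enzyme without compound and 100% = no enzyme blank; many of its hits are not listed in these tables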
# * = called active by the depositor; / = no result given; & = joins results of further samples; ! = not active in a repeat. A portion of the library. The share of hits here may be higher or lower than overall.
SMILES,TbHK1 inh,PPC-1+TRAIL kill,FXIIa inh,PGE2 EP2 inh,CHOP inh,Wee1 stabilizer,TNF death inh,zVAD death inh,FXIa inh
CC(=O)Nc1cc(-c2ccccc2)nn1Cc1ccc(Cl)cc1,-4,/,13,12,5,-2,-2.4,0.0,0
COC(=O)C1=C(C)NC(=O)NC1c1ccc(N2CCC(c3ccccc3)=N2)cc1 (stereo not given),-9,20,-20,5,27,1,2.1,12,-19
O=C(Nc1ccc(S(=O)(=O)N2CCCCC2)cc1)c1ccc(CN2CCc3ccccc3C2)cc1,1,19,9,6,80*,2,-18,4.5,-7
COc1ccc(CCNC(=O)COc2ncnc3cc([N+](=O)[O-])ccc23)cc1,-8,0,8,9,14,2,-1.2,4.3,6
CCN1C(=O)/C(=C/N2CCc3ccccc3C2)SC1=S,-6,12,4,4,-15,6,7.8,4.1,3
Fc1ccc(-n2c(Cc3ccccc3)nnc2SCc2nc(-c3cccs3)no2)cc1,2,32,14,7,75*,4,-2.1,-0.3,2
Cc1cc(C)n2nc(SCCOc3ccccc3)nc2n1,1,3,16,2,-9,1,1.7,-0.5,4
COc1ccc(N)cc1S(=O)(=O)Nc1ccccc1Cl,-12,17,11,10,10,0,0.0,0.6,10
CCCC(CCC(=O)Nc1cccc([N+](=O)[O-])c1)C(=O)O (stereo not given),-5,-10,9,6,2,-2,1.4,0.6,2
CN(CC(=O)O/N=C(\N)c1ccccn1)S(=O)(=O)c1ccccc1,-2,-9,3,6,11,-2,-0.2,0.2,-1
O=C(CSc1nc(-c2ccccc2)cs1)Nc1cccc([N+](=O)[O-])c1,6,16,9,19,37,6,-2.3,-0.8,-2
Cc1cc(C)c(S(C)(=O)=O)c(Oc2cccc(C(F)(F)F)c2)n1,1,13,12,3,19,-2,-1.5,-0.4,0
COCCn1c(=O)c2c3c(sc2n(CC(N)=O)c1=O)CCCC3,6,/,/,/,/,1,-0.8,0.5,/
O=C(N/N=C1\CCCc2oc(C(=O)O)cc21)c1ccccc1,0,-16,13,11,-18,1,-0.5,-0.1,0
CCCC(=O)Nc1cccc(-c2nc3ccccc3o2)c1,3,29,8,16,20,-3,1.8,2.0,3
Cc1cc(C)cc(Nc2nc(-c3ccc(S(=O)(=O)N4CCCC4)cc3)cs2)c1,-5,4,2,3,21,0,0.1,2.4,0
Cc1cc(C)n(-c2ccc(Cl)c(C(=O)O)c2)n1,-1,/,9,7,-2,3,0.5,1.3,0
CCOC(=O)c1cnc2c(-c3ccc(Cl)cc3)c(C)nn2c1N,-21,6,3,12,11,0,2.1,/,-5
Cc1nn(C)c(C(=O)Nc2ccc(Cn3cccn3)cc2)c1[N+](=O)[O-],5,22,7,/,31,0,2.1,-0.4,-1
O=C(NCCCN1CCCC1=O)c1cc(=O)c2ccccc2o1,-7,4,16,7,-2,-2,-1.0,0.6,1
CCc1c(C)nc2ncnn2c1Nc1ccc(C(C)=O)cc1,-60,1,32,3&26,-27,6,-0.1,0.3,19
Cc1cc(NC(=O)C(C)Oc2ccc(Cl)cc2Cl)n(-c2ccccc2)n1 (stereo not given),0,-8,15,14,26,5,1.0,-0.8,4
COc1cc(C2Nc3cc(Cl)c(S(N)(=O)=O)cc3S(=O)(=O)N2)ccc1OCc1ccccc1 (stereo not given),-12,20,16,7,57,0,-2.4,-0.3,-4
COc1ccc(C(C2C(=O)CC(C)(C)CC2=O)C2C(=O)CC(C)(C)CC2=O)cc1COCC(F)(F)F,5,10,17,7,4,1,0.9,0.5,12
O=C(c1ccc(OC2CCN(CCc3ccccc3)CC2)cc1)N1CCCC(O)C1 (stereo not given),-5,17,0,4,4,-2,1.9,0.5,-5
# Other results
SMILES,TbHK1 inh,PPC-1+TRAIL kill,FXIIa inh,PGE2 EP2 inh,CHOP inh,Wee1 stabilizer,TNF death inh,zVAD death inh,FXIa inh
NS(=O)(=O)c1ccc(NC(=O)CSc2ncccn2)cc1,-4,-4,7,4,-5,-3,3.0,0.2,-2
c1ccc(OCc2nc(-c3cccs3)no2)cc1,3,-14,-8,3,17,2,6.5,0.1,-9
CCCCCCCCNC(=O)c1cnccn1,4,35,11,3,5,-1,1.2,1.1,10
COC(=O)CCn1nnc(-c2ccc(C)cc2)n1,2,-3,5,3,25,1,0.3,-0.2,-7
Cc1cc2c(cc1C)-c1nnc(-c3ccc4ccccc4n3)n1C(C)(C)C2,-4,0,4,/,-16,-1,-0.8,0.2,11
O=C(NC(=S)Nc1cccc(O)c1)c1ccco1,-12,6,12,7,7,0,-2.3,-0.5,1
Cc1c(NC(=O)CSc2ncnc3ccccc23)c(=O)n(-c2ccccc2)n1C,-7,-8,3,3,16,-2,1.8,2.4,7
COc1ccccc1NC(=O)N1CCCC1C(=O)NC1CCCCC1 (stereo not given),1,27,15,5,25,-1,-1.2,1.9,11
Fc1cnc(N2CCN(c3ccccc3)CC2)nc1N1CCN(c2ccccc2)CC1,-5,25,14,5,40,-2,-0.4,/,8
CC1Cc2cc(C(=O)O)ccc2O1 (stereo not given),-2,-6,19,0&12,12,-1,-0.4,1.0,1
NC(=S)N/N=C/c1ccc(-c2ccc(SC(F)F)cc2)o1,-23,26,-1,6,-8,-1,-20,-1.2,1
COC(=O)C1C2C=CC3(CN(CCc4ccccc4)C(=O)C13)O2 (stereo not given),1,27,7,51*!,-12,4,-0.2,0.2,-1
CCC1(c2ccccc2)NC(=O)N(CC(=O)Nc2ccc3c(c2)OCO3)C1=O (stereo not given),4,11,10,4,18,-2,-3.5,0.4,5
Cc1ccc(S(=O)(=O)Oc2ccccc2N2C(=O)C3CC=CCC3C2=O)cc1 (stereo not given),6,11,9,2,7,-2,-5.1,-0.5,-3
COc1ccc(Cc2nnc(SCC(=O)NC3CCCC3)o2)cc1,3,24,16,9,-4,-2,0.8,0.5,7
Cc1cccc(-c2cc3c(nn2)-c2ccccc2C3=O)c1,-6,35,12,11,28,-2,-7.1,0.4,-7
COC(=O)C1CCN(C(=O)COc2ccc(Cl)cc2)CC1,-4,-19,5,7,16,-2,-1.2,-0.9,10
Cc1cc(C)nc(N2C(=O)CC(Cc3ccccc3)C2=O)n1 (stereo not given),7,14,11,4,23,6,0.5,-0.3,1
COc1ccc(-n2c(=O)cc(N3CCCCCC3)[nH]c2=O)cc1,-7,3,14,14,11,6,-2.0,-0.4,7
CCCc1n[nH]c2c1/C(=N\O)CCC2,4,12,11,9,43,-1,0.7,0.6,5
Cc1cc(NC(=O)c2ccccc2Cl)c(C(C)C)cc1O,2,8,9,7,-27,-2,-1.8,0.3,3
Cc1nc(SCC(=O)NNC(=O)c2cccs2)[nH]c(=O)c1C,0,8,10,16,13,0,-0.6,2.8,-1
COc1ccc(CCNC(=O)CSc2nc3[nH]ncc3c(=O)n2-c2ccc(Cl)cc2Cl)cc1OC,0,-3,1,4,-5,1,1.9,1.4,-5
Cc1csc(NC(=O)c2sc3nc(-c4cccs4)ccc3c2N)n1,-20,12,8,64*,-6,2,0.1,15,2
Cc1ccc2c(c1)C(C)CC(C)(C)N2C(=O)NC1CCCCC1 (stereo not given),1,3,13,15,31,0,6.8,88*,6
# Other results.
SMILES,TbHK1 inh,PPC-1+TRAIL kill,FXIIa inh,PGE2 EP2 inh,CHOP inh,Wee1 stabilizer,TNF death inh,zVAD death inh,FXIa inh
O=C(O)CCCNC(=O)Cc1ccccc1,-1,37,8,7,-3,2,1.5,-0.4,1
O=C1N(c2ccccc2)C2CS(=O)(=O)CC2N1c1ccc(Cl)c(Cl)c1 (stereo not given),-3,-16,9,17,19,3,-3.6,-0.3,-2
NC(=O)c1cccc2cc3ccccc3cc12,-1,-1,5,8,13,-4,-0.9,1.3,-6
Cc1ccc(NC(=S)NC2CC3CCC(C2)N3Cc2ccco2)cc1C (stereo not given),3,26,11,6,1,-1,-8.5,1.0,0
Nn1c(SCC(=O)NC2CCS(=O)(=O)C2)nnc1-c1cccs1 (stereo not given),8,21,9,8,-4,-4,0.5,-0.4,1
O=C(c1cnn(C(=O)COc2ccc(Cl)cc2)c1)c1ccccc1O,3,-8,5,3,49,5,1.4,0.8,-1
CCN(CC)C(=O)C1CCCN(Cc2sccc2C)C1 (stereo not given),-2,0,8,20,-4,-1,-0.1,-0.3,1
N#CCN1CCN(CC(=O)c2ccc(Br)cc2)CC1,1,11,1,9,-3,2,-0.4,-1.1,1
C=CC[n+]1c(C)csc1Nc1ccc(C(=O)O)cc1,-7,5,9,7,-10,0,-0.7,0.2,-1
C=CCNc1cc(C(F)(F)F)nc(-c2ccccn2)n1,-8,-2,1,8,16,7,-1.7,-0.4,-9
CCCCNC(=O)CSc1nc2ccc(Nc3nc(N4CCOCC4)nc(N4CCOCC4)n3)cc2s1,-38,-4,7,7,4,3,11,7.8,12
CCOc1ccccc1NC(=O)Cn1nnc(C(=O)Nc2ccc(C)cc2)c1N,15,-2,0,/,52,6,0.5,0.1,-13
Cc1c(Cl)cccc1NC(=O)COC(=O)CCc1nc2ccccc2n1-c1ccccc1,-1,15,13,6,28,-2,2.2,-0.1,3
CO/N=C(/CS(=O)Cc1ccccc1Cl)c1ccc(Cl)cc1Cl (stereo not given),-3,11,18,8,-9,0,-3.0,0.0,3
CCOC(=O)Cn1c(=O)oc2cc(S(=O)(=O)NCc3cccs3)ccc21,-6,8,14,15,22,-1,0.2,1.3,-9
COC(=O)c1ccccc1NC(=O)N1CCN(c2ccc(F)cc2)CC1,-3,-2,3,9,17,1,0.3,0.8,-5
Cc1ccc(N(C(=O)c2ccccc2Cl)C2=NC(C)CS2)c(C)c1 (stereo not given),26,9,14,11,31,3,-0.5,0.2,7
O=C(c1ccco1)N1CCN(Cc2cn[nH]c2-c2cccc3ccccc23)CC1,-9,13,5,6,14,5,1.2,-0.4,-1
CCn1c(-c2cc3c(C(F)(F)F)nn(C)c3s2)n[nH]c1=S,-4,8,-5,8,-1,0,-1.7,0.7,-12
O=C(c1ccco1)n1nc(-c2ccccc2)nc1NCc1ccco1,0,3,-4,10,81*,4,-0.5,0.2,2
Cn1c2ccccc2c2c(C(=O)NCc3ccco3)cn(C3CCCCC3)c(=O)c21,-16,10,16,17,-21,4,-1.7,0.9,1
Cn1nnnc1SCCNCc1ccccc1OCc1ccc(F)cc1,14,22,13,10,24,0,1.9,-1.8,9
CN1CCc2c(sc3c2C(=O)NC(c2ccccn2)N3)C1 (stereo not given),-8,9,3,2,-18,-4,-1.0,0.1,-4
CN1CC(=O)N(CC(=O)N2CCC(Cc3ccccc3)CC2)C1=O,-1,-19,/,5,12,2,0.0,4.1,-1
N#CCCn1c(-c2nonc2NC(=O)c2ccccc2Cl)nc2ccccc21,-6,4,15,21&8,39,4,0.9,0.0,1
O=C(COC(=O)/C=C/c1cccc([N+](=O)[O-])c1)NCc1ccc2c(c1)OCO2,0,2,2,4,-3,1,-1.2,1.7,-5

# Two compounds from above, reduced to TNF death inh, zVAD death inh and PGE2 EP2 inh.
smiles	TNF death inh	zVAD death inh	PGE2 EP2 inh
O=C(c1ccco1)n1nc(-c2ccccc2)nc1NCc1ccco1	-0.5	0.2	10
O=C(COC(=O)/C=C/c1cccc([N+](=O)[O-])c1)NCc1ccc2c(c1)OCO2	-1.2	1.7	4

# Source: PubChem BioAssay (several laboratories)
